LMPTP block: blocks human LMPTP phosphatase. P24666. recombinant LMPTP-A, OMFP fluorogenic substrate, fluorescence intensity. inhibition, % at 20 µM. hit rate 0.22% among 360,000. AID 651560;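 active = compounds that cut the enzyme signal by at least half of the control window in the single-dose screen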;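 note: plate controls were DMSO wells with enzyme plus substrate for no effect and substrate without enzyme for full effect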
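Test system: LMPTP-A phosphatase enzyme; input: 0.625 nM LMPTP-A final; reagent: OMFP substrate, 400 µM final; compound dosing: 20 µM single dose, 3% DMSO; incubation: 50 min dark incubation at room temperature; measured by: endpoint fluorescence intensity from OMFP dephosphorylation; measure: % inhibition relative to no-enzyme and uninhibited control wells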
NadD inh: blocks S. aureus nicotinate mononucleotide adenylyltransferase | purified NadD enzyme, colorimetric absorbance read-out | inhibition, % at 20 µM | hit rate 0.78% among 360,000 | AID 602399; in the data active = inhibition above about 26%; note: some compounds past the cut are filed as inactive
DNMT1 inh: blocks human DNA methyltransferase DNMT1 | P26358 | DNMT1 molecular beacon, Hinp1I cleavage, fluorescence | inhibition (reported as % activation of signal), % at 10 µM | hit rate 0.83% among 360,000; in the data active = inhibition above about 50%
Target sequence (P26358 504-1616 limits assumed): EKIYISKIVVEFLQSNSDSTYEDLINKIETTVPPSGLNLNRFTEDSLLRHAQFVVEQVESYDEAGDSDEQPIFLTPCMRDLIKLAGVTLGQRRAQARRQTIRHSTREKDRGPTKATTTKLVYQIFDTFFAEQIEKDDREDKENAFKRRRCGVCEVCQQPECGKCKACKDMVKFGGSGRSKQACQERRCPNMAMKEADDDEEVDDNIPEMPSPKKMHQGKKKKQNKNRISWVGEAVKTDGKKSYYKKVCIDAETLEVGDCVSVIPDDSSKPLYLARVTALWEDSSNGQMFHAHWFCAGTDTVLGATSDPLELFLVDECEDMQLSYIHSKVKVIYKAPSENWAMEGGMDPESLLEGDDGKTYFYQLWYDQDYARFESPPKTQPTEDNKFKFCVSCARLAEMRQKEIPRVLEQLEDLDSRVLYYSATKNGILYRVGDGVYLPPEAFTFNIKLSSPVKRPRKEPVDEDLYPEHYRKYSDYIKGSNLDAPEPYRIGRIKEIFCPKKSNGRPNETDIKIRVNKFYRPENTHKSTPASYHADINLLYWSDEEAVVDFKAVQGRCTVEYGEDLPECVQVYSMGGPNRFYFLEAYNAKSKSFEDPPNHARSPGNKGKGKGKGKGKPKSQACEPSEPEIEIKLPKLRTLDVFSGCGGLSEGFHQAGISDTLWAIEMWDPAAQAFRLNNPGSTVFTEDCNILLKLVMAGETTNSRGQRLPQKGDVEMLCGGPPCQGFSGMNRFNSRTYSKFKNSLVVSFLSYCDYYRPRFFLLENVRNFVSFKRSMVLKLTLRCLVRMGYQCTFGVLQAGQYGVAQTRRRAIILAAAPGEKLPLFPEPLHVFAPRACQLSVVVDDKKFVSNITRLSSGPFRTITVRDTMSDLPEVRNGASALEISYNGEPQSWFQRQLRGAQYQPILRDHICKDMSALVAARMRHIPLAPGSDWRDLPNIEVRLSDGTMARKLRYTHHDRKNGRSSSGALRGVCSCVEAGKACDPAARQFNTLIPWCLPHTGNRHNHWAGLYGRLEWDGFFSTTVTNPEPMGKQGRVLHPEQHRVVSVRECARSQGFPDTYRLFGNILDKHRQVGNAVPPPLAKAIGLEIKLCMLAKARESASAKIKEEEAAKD
SUMO1 PPI mod: modulators of human SUMO1-mediated protein-protein interactions; SUMO1 binding to a labelled peptide, TR-FRET, 1 h; inhibition, % at 20 µM; hit rate 0.33% among 360,000; in the data active = inhibition above about 37%
STEP inh: STEP (human) phosphatase inhibition. AID 588621. inhibition, % at 20 µM. recombinant STEP, OMFP fluorogenic substrate, fluorescence. hit rate 0.25% among 360,000;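 active = inhibition at 20 µM, scaled per plate between control wells, above about 37%, limit read from the data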;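 note: 0% = DMSO with enzyme and substrate and 100% = substrate only without enzyme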
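Assay system: isolated STEP enzyme. Buffer or medium: pH 6.0 Bis-Tris with DTT and Tween 20. Also added: fluorogenic phosphatase substrate OMFP at 25 µM final. Dosing: 20 µM, 1% DMSO. Timing: 20 min reaction, room temperature, in the dark. Measured by: fluorescence intensity, excitation 480 nm, emission 540 nm. Evaluation: normalized % inhibition.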
MT1-MMP act inh: inhibitors of human MT1-MMP activation; P50281; HT1080 RFP-PRO-GFP cells, GFP/RFP ratio fluorescence, overnight; percent of plate control window, DMSO zero; GFP/RFP ratio change, % at 20 µM; hit rate 0.061% among 360,000;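 active = GFP/RFP ratio change of at least 30% with cell ATP level not reduced by more than half and red fluorescence within 50% of control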; note: strong numbers were not always called active
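Test system: HT1080 cells expressing an RFP-PRO-GFP fluorescent reporter construct / Compound dosing: single-point 20 µM compound, 1% DMSO / Schedule: cells overnight before dosing, compound overnight, 37 °C, 5% CO2 / Evaluation: GFP/RFP fluorescence ratio / Control set: DMSO and RFP-L50D-GFP cell wells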
Scp-1 inhibitor: inhibitors of human Scp-1 phosphatase. Q9GZU7. Recombinant Scp1, phosphopeptide, malachite green phosphate absorbance. inhibition, % at 20 µM. hit rate 0.88% among 340,000;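 active = inhibition above about 50% at 20 µM, limit read from the data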;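 note: plate controls were DMSO wells with enzyme for no effect and wells lacking enzyme for full effect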
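Test system – truncated SCP-1 phosphatase (76-261aa) · Reagent – Phosphorylated 17-residue peptide substrate · Incubation – 45 min room-temperature reaction, 5 min colour, 30 min stabiliser · Detection – colorimetric phosphate reagent with accelerator and stabiliser, absorbance at 630 nm · Measure – % inhibition at 20 µM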
CendR NRP1 mod: modulators of CendR peptide binding to human neuropilin-1; O14786; FAM-RPARPAR peptide binding to NRP-1, fluorescence polarization; inhibition, % at 25 µM; hit rate 0.85% among 360,000; AID 602438;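 active = inhibition or corrected inhibition above about 18%, plus a signal ratio from 0.5 to 1.5, limit read from the data, passing the limit was not always enough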; note: strong numbers were not always called active
SKN-1 inh: inhibitors of C. elegans SKN-1; hit rate 0.49% among 360,000; inhibition, % at 21.8 µM; C. elegans VP596 Pgst-4::GFP/RFP ratio, acrylamide-induced, 24 h;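 active = interference check ratio from 0.5 to 1.5 plus GFP to RFP signal ratio inhibition reaching or exceeding a fixed threshold, cut at about 30% in these data, passing the limit was not always enough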; note: some compounds called inactive have numbers as strong as hits
Rpn11 block: inhibitors of human proteasome Rpn11; O00487; human 26S proteasome, Ub4-pepOG fluorescence polarization; 20S core pre-blocked with epoxomicin; calls only at 20 µM; hit rate 0.59% among 360,000; AID 588493;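 active = inhibition at 20 µM, scaled to each plate's controls, above about 33%, limit read from the data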
Numbers without * were called inactive; i = inactive; . = no result given; + = active, no number.

The first two compounds as a preview:
SMILES	LMPTP block	NadD inh	DNMT1 inh	SUMO1 PPI mod	STEP inh	MT1-MMP act inh	Scp-1 inhibitor	CendR NRP1 mod	SKN-1 inh	Rpn11 block
Nc1ccccc1-c1n[nH]c(=S)s1	-2.2	8.1	-1.2	3.1	-1.3	2.1	-5.2	0.3	-4.5	i
COc1cc2[nH]c(=O)n(CCCCCC(=O)NCCc3c[nH]c4ccccc34)c(=O)c2cc1OC	-0.7	-1.9	-6.3	3.9	1.7	2.3	2.8	2.8	-12.8	i

Main list, previewed entries included:
SMILES	LMPTP block	NadD inh	DNMT1 inh	SUMO1 PPI mod	STEP inh	MT1-MMP act inh	Scp-1 inhibitor	CendR NRP1 mod	SKN-1 inh	Rpn11 block
Nc1ccccc1-c1n[nH]c(=S)s1	-2.2	8.1	-1.2	3.1	-1.3	2.1	-5.2	0.3	-4.5	i
COc1cc2[nH]c(=O)n(CCCCCC(=O)NCCc3c[nH]c4ccccc34)c(=O)c2cc1OC	-0.7	-1.9	-6.3	3.9	1.7	2.3	2.8	2.8	-12.8	i
Cc1ccc(C2C(/C=C3/SC(=S)NC3=O)=C(c3cccs3)Oc3ccccc32)cc1 (stereo not given)	7.3	59.9*	83.1*	1.2	0.4	-20.1	0.4	-50.9	14.3	+
COCCc1nn2c(=O)cc(COC(=O)c3cc(OC)c(OC)c(OC)c3)nc2s1	-1.3	-5.6	0.9	-5.4	-0.4	1.4	8.3	-4.1	7.8	i
N#Cc1c(-c2ccccc2)nc(SCC(=O)N(c2ccccc2)c2ccccc2)[nH]c1=O	0.9	16.0	-0.3	8.0	-1.1	-1.1	-7.3	-18.8	6.2	i
CC1(C)CC(NC(=O)c2ccccn2)CC(C)(C)N1O	-2.1	5.2	4.8	3.6	-2.2	-0.9	-8.6	-5.3	18.8	i
COc1ccc(CCC(C(O)C(F)(F)F)S(=O)c2ccccc2)cc1 (stereo not given)	-0.4	0.0	2.3	0.0	-3.8	-2.2	-8.9	-0.7	1.7	i
Cc1cc(C)c(C)c(OCCCOc2cccc3cccnc23)c1	3.7	-3.9	-5.5	-6.1	-2.3	-3.3	1.5	0.1	-4.7	i
CCOc1cc(C(=O)OCC(=O)Nc2cccc(S(=O)(=O)NC3=NCCCCC3)c2)cc(OCC)c1OCC	1.5	2.5	6.0	2.5	0.6	0.6	-3.9	1.0	2.3	i
COCCn1c(C)cc(C(=O)COC(=O)C23CC4CC(CC(O)(C4)C2)C3)c1C	-0.1	1.4	0.6	-1.5	0.0	-3.1	10.2	-2.3	19.4	i
COC(=O)C1CCN(C(=O)COC(=O)CC(NC(N)=O)c2ccc(Cl)cc2)CC1 (stereo not given)	2.9	3.6	-1.7	-0.8	-3.4	-1.6	-2.2	-4.8	-13.2	i
COc1ccc(CCNC(=O)/C(=C/c2cccnc2)NC(=O)c2ccccc2)cc1OC	-0.4	-4.7	4.9	-8.1	2.1	0.5	-1.3	2.0	0.1	i
O=C(NCc1nnnn1-c1ccc(F)c(F)c1)c1ccc2c(c1)OCO2	0.0	1.9	2.6	-1.7	-2.3	-4.7	-0.8	-2.1	6.8	i
CCCCNC(=O)C1C(c2ccc(C(F)(F)F)cc2)=Nc2ccccc2N1C(=O)c1cccc(C(F)(F)F)c1 (stereo not given)	0.2	.	.	5.1	.	-4.6	.	7.7	0.5	.
CCC(=O)Oc1ccc(C(=O)Nc2cccc(C(=O)NC(C)(C)C)c2)cc1	0.3	-0.6	-0.5	3.9	-1.7	2.4	-5.6	3.4	-3.3	i
CN(C)c1nc2c(c(=O)[nH]c(=O)n2C)n1CCCc1ccccc1	-1.4	-5.3	0.2	1.6	-0.7	0.1	-5.2	-9.7	-10.0	i
CS(=O)(=O)c1ccc(S(=O)(=O)N2CCC(CO)(CCCc3ccccc3)CC2)cc1	-0.2	6.1	1.8	-0.4	-0.5	2.0	-8.3	-8.9	19.1	i
CNC(=O)NNC(=O)c1nc(-c2ccccc2)c(C)o1	-1.5	-1.6	5.7	-3.0	-1.7	1.6	-11.2	10.8	5.5	i
CS(=O)(=O)Nc1cccc(C2=NN(S(=O)(=O)c3ccccc3)C(c3ccco3)C2)c1 (stereo not given)	0.4	5.1	-10.3	-6.7	0.1	-0.7	-9.2	-17.0	5.3	i
N#Cc1c(N)nc2c3c(sc(=N)c2c1N)NC(=O)CC3c1c(F)cccc1Cl (stereo not given)	1.3	18.6	-11.2	-12.0	2.7	-7.5	3.2	-33.6	24.2	i
Cc1[nH]c2ccccc2c1/C=C/C(=O)c1ccncc1	2.5	-2.6	0.5	-24.6	1.2	-9.1	-0.4	-81.0	-0.5	+
COc1ccc(NC(=O)c2sc(=O)n(Cc3ccc4ccccc4c3)c2C)cc1OC	1.5	-4.9	-4.7	14.5	-1.1	-5.0	.	13.5	9.3	i
COc1ccc2nc(NC(=O)C3COc4ccccc4O3)sc2c1 (stereo not given)	2.5	-5.5	-0.9	1.0	-1.7	1.4	-2.8	2.2	-11.6	i
Cc1ccc(C(=O)NCC(=O)Nc2ccncc2)s1	0.6	-3.3	0.2	-5.3	-1.7	1.9	-4.7	11.7	1.5	i
Cc1cccc(-c2nnc(SCC(=O)Nc3ncccn3)n2C)c1	-1.1	0.9	-0.7	0.1	-3.7	-2.6	6.1	-8.8	-1.4	i

Remaining list, next part:
SMILES	LMPTP block	NadD inh	DNMT1 inh	SUMO1 PPI mod	STEP inh	MT1-MMP act inh	Scp-1 inhibitor	CendR NRP1 mod	SKN-1 inh	Rpn11 block
COc1ccc(-n2nnnc2-c2cccnc2)cc1	-2.7	-1.7	2.4	-5.0	-3.0	5.7	-1.0	10.6	3.0	i
COc1cccc(/C=C/C2=CC(C)(C)NC(=S)N2)c1	0.7	-0.3	-8.8	-8.1	-0.6	-0.6	1.6	-0.7	16.8	i
O=C(Nc1nc(-c2ccc(S(=O)(=O)N3CCCC3)cc2)cs1)c1cccs1	1.3	1.2	-16.6	16.2	-1.9	-10.7	-16.0	-5.9	37.6*	i
COCCNC(=O)CN(C(=O)CCC(=O)Nc1ccccn1)c1ccccc1F	-0.4	-0.1	1.6	1.7	4.7	6.0	-5.3	11.4	-11.2	i
CCN(C(=O)COC(=O)c1ccccc1Cc1ccccc1)C1CCS(=O)(=O)C1 (stereo not given)	-0.5	-2.6	0.0	0.6	0.7	-3.3	-7.6	13.9	27.4	i
Cc1ccccc1NC(=O)OCCN1CCN(Cc2ccccc2)CCC1=O	-1.4	-2.4	7.2	-2.2	1.7	3.1	-5.0	8.7	-9.2	i
COc1ccccc1NS(=O)(=O)c1cccc(C(=O)NCC(C)(C)N2CCOCC2)c1	-0.7	-4.5	0.1	-3.6	-2.8	1.8	-4.7	11.9	6.3	i
CCOCCCNC(=O)c1ccc(Cn2c(=O)[nH]c3ccsc3c2=O)cc1	3.4	2.0	0.8	0.1	-2.3	7.3	-5.4	4.2	-2.9	i
COc1cccc(-n2nnnc2SCC(=O)NC2CCCCC2)c1	-1.3	2.2	0.6	3.6	3.4	-1.1	-11.7	6.9	-0.9	i
O=C(c1ccc(Cl)cc1)N1CCN(c2ccnc3cc(Cl)ccc23)CC1	5.1	0.2	-0.7	-7.4	2.2	-4.1	3.5	-3.1	2.2	i
Cc1ccc(C(=O)NC(=S)Nc2ccccc2C(F)(F)F)cc1	2.6	-0.7	-1.4	-0.5	1.2	6.4	-14.3	9.8	-3.2	i
COC(=O)C1=CN(C)C=C(C(=O)OC)C1c1ccsc1	0.1	-1.1	-4.2	-2.2	3.3	-0.2	-0.1	-6.2	-11.2	i
COC(=O)C1C(O)=C(C=NCC(C)N=CC2=C(O)C(C(=O)OC)C(C)(C)CC2=O)C(=O)CC1(C)C (stereo not given)	-3.5	5.1	1.5	-3.0	-4.5	4.9	-0.1	19.3	2.4	i
O=[N+]([O-])c1cccc(OCCN2CCC(Cc3ccccc3)CC2)c1	-2.3	-5.0	-1.1	-17.6	0.1	-0.5	-8.6	2.0	11.0	i
N#CC(c1ccc(Cl)cc1)(c1ncc(C(F)(F)F)cc1Cl)N1CCOCC1 (stereo not given)	2.5	-7.5	6.1	-4.1	12.0	-4.1	-7.7	2.6	14.9	i
O=C(Nc1cccc(C(F)(F)F)c1)Nn1cnnc1	-1.8	-7.1	1.2	0.3	-3.2	1.9	-3.6	-2.9	-2.9	i
CC(C)c1nc2c(s1)CCc1onc(-c3cccc([N+](=O)[O-])c3)c1-2	1.8	5.2	-1.1	0.6	1.6	2.2	-11.4	6.0	-3.7	i
COc1ccc(Nc2nc(N)c([N+](=O)[O-])c(N3CCN(C)CC3)n2)cc1	2.9	-2.0	-5.0	-12.1	-0.2	-2.4	-4.5	-1.1	0.0	i
CCOC(=O)N1CCC(N2Cc3cccc(C(=O)NCc4ccccn4)c3C2=O)CC1	-0.7	5.0	2.5	-5.2	-0.3	-0.6	-1.2	4.3	10.4	i
O=C(Nc1ccc(F)cc1)Nc1nnc(-c2ccncc2)s1	21.9	5.2	1.6	2.8	0.1	-5.8	-5.6	-27.0	3.8	+
CCN(CC(=O)NCc1ccc(F)cc1)C(=O)C1CCN(C(=O)Nc2ccccc2)CC1	-0.8	3.6	-1.6	0.4	-0.6	-0.6	-10.3	2.6	-5.6	i
CC(CCc1ccccc1)NC(=O)c1cc2sccc2n1C (stereo not given)	-0.3	-2.7	-7.8	4.1	1.6	-1.3	-8.4	-1.2	6.2	i
COc1cc(C#Cc2c(-c3cncn3C)n(C)c3ccc(-c4cnc(OC)nc4)cc23)cc(OC)c1	7.3	30.0*	-40.4	4.9	-0.2	-10.6	4.9	-2.1	-5.8	i
COc1ccc(C(=O)N/N=C/c2ccc(OC(=O)c3cccs3)cc2)cc1	0.0	5.0	6.0	-0.4	-0.8	5.8	-6.5	16.4	-10.8	i
CC1CCCC/C1=N\NS(=O)(=O)c1ccc(Br)cc1 (stereo not given)	0.8	-6.5	2.1	5.5	3.1	8.7	-5.2	7.3	8.4	i
CSc1ncc(C(=O)Nc2ccc(Br)cn2)c(C)n1	0.8	-2.2	5.9	0.4	6.5	-7.5	9.1	-18.0	0.2	i
Cc1ccc(C(=O)/C=C\C(=O)c2ccc(C)cc2)cc1	0.5	-2.3	-4.1	2.0	1.3	-1.2	1.3	-2.2	-7.8	i
C=CCN(Cc1ccc(Br)s1)C(=O)c1ccc(OCc2c(C)noc2C)cc1	2.3	4.6	-3.0	-2.2	1.6	-0.8	.	-7.9	5.9	i

Part of the list above, showing only CendR NRP1 mod, Rpn11 block and LMPTP block.
| Compound | CendR NRP1 mod | Rpn11 block | LMPTP block |
| --- | --- | --- | --- |
| CCN(C(=O)COC(=O)c1ccccc1Cc1ccccc1)C1CCS(=O)(=O)C1 (stereo not given) | 13.9 | i | -0.5 |
| COc1cccc(/C=C/C2=CC(C)(C)NC(=S)N2)c1 | -0.7 | i | 0.7 |
| CN(C)c1nc2c(c(=O)[nH]c(=O)n2C)n1CCCc1ccccc1 | -9.7 | i | -1.4 |
